SENP8 inh: inhibitors of human SENP8 protease; recombinant SENP8, Nedd8 substrate fluorescence; inhibition, % at 20 µM; 360,000 tested, 0.64% active; in the data active = inhibition mostly above about 40%, no sharp cut-off; inactive = mostly below about 27%
Target sequence (Q96LD8 whole entry, looked up): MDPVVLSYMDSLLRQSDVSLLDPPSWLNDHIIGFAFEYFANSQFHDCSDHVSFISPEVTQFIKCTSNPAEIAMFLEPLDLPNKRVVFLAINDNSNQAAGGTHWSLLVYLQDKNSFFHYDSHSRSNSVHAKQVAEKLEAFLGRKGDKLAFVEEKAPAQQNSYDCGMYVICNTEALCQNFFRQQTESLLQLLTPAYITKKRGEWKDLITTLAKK
ATG4B inhibitor: inhibitors of human ATG4B cysteine protease | ATG4B cleavage of LC3-PLA2, NBD-HPC fluorescence, 1 h | inhibition, % at 8.33 µM | 340,000 tested, 0.51% active; in the data active = inhibition above about 40%
SENP6 inh: blocks the human protease SENP6; Recombinant SENP6 catalytic domain, aminoluciferin luminescence; 330,000 tested, 1.8% active; AID 2599; inhibition, % at 10 µM; Q9GZR1;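 active = inhibition above about 50% at the single tested dose, limit read from the data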;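 also: plate controls were DMSO wells with enzyme for no effect and DMSO wells lacking enzyme for full effect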
GRIN3A LBD mod: modulators (binders) of human NR3A ligand-binding domain. AID 1259313. NR3A LBD differential scanning fluorimetry, Tm shift; 0% = protein alone, 100% = glycine-bound protein. 340,000 tested, 2.5% active. Tm shift relative to glycine control, % at 25 µM;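 active = melting temperature shift of at least 10% of the positive control shift, at one fixed dose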
HKDC1 inh: inhibitors of human hexokinase HKDC1. Q2TB90. recombinant HKDC1, G6PDH/diaphorase resazurin coupled fluorescence. inhibition, % at 20 µM. 340,000 tested, 0.16% active;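 active = inhibition above about 35% when tested at 20 µM, limit read from the data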;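 also: plate controls were DMSO wells with enzyme for no effect and DMSO wells lacking enzyme for full effect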
Target sequence (Q2TB90 whole entry, looked up): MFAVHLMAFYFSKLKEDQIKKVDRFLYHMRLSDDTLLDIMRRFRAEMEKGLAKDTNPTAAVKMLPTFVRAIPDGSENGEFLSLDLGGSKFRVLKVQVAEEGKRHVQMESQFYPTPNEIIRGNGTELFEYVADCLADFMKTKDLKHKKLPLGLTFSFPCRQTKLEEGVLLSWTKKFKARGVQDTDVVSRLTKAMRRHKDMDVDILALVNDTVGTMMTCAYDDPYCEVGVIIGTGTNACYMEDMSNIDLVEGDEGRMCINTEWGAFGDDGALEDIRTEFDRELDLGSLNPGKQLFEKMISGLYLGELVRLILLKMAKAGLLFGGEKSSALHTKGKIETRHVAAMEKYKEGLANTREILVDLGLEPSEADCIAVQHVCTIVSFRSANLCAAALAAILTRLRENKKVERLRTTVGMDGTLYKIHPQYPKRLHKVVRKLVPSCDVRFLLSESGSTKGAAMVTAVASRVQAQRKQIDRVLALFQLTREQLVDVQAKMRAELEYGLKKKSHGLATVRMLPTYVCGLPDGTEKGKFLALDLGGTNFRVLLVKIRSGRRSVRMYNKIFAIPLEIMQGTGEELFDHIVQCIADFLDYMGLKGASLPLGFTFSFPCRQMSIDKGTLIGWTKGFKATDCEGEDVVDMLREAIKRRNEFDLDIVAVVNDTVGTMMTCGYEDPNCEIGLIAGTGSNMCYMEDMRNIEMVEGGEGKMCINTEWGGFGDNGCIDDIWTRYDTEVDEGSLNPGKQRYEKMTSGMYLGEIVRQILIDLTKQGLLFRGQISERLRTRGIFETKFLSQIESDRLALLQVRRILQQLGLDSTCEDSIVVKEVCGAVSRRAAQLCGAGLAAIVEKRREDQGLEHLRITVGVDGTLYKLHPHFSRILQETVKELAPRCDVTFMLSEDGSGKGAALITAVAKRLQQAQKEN
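Test system: recombinant HKDC1 (HK5) hexokinase enzyme, produced in-house; Amount: enzyme 5 µg/mL final; Buffer or medium: Tris pH 8.0 buffer with MgCl2, Tween-20, BSA, BME; Reagent: glucose and ATP substrates; Doses: 20 µM test compound, 1% DMSO; Incubation: 90 min reaction incubation at room temperature, dark; Detection: resorufin fluorescence at 613 nm.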
PfG6PD inh: PfG6PD (Plasmodium falciparum) enzyme inhibition. PfGluPho enzyme, NADPH resazurin-diaphorase fluorescence. inhibition, % at 20 µM. 350,000 tested, 0.78% active. AID 504690;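 active = inhibition reaching at least a set limit at 20 µM in the primary screen, cut at about 59% in these data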;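 also: 0% = DMSO wells with substrate and 100% = DMSO wells lacking glucose-6-phosphate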
SENP7 inh: SENP7 protease inhibition | Q9BQF6 | recombinant SENP7, Z-RLRGG-aminoluciferin luminescence, 40 min | inhibition, % at 5 µM | 330,000 tested, 1.5% active | AID 434973;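 active = inhibition above about 50% at the single test dose, limit read from the data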;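 also: plate controls were DMSO with enzyme for no effect and no enzyme buffer wells for full effect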
MPTP inh: blocks calcium-induced mitochondrial swelling | isolated mouse mitochondria, Ca2+ swelling absorbance, 30 min | inhibition, % at 10 µM | 360,000 tested, 1.4% active | AID 602449;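 active = inhibition of 50% or more, scaled per plate between neutral and stimulator controls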;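 also: 0% = DMSO wells given calcium and 100% = 1 mM EGTA wells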
Active calls of the source: *; i = inactive; . = no result given. This is a subset. The share of hits here may be higher or lower than overall.

The line under a structure holds: SENP8 inh, ATG4B inhibitor, SENP6 inh, GRIN3A LBD mod, HKDC1 inh, PfG6PD inh, SENP7 inh, MPTP inh
- S=C1NCCN1
  3, -4, -6, -2, -4, -19, 6, -0.7
- C=C1C(C)C2C(Cc3ccccc3)NC(=O)C23C(OC(C)=O)C=CC(C)(O)CC(C)CC=CC3C1O (stereo not drawn)
  15, -7, ., 0, -5, 4, ., -0.3
- CC1(C)C2([N+](=O)[O-])CN3CN(C2)CC1([N+](=O)[O-])C3
  22, 7, 4, -2, -8, -14, -8, 0.9
- Cc1nccn1Cc1ccc(Cl)nc1
  6, -13, 4, 0, -1, -4, -3, -0.5
- COCCCN1Cc2ccccc2C1=N
  6, -5, 0, -1, -12, -3, 0, 1.2
- O=P(O)(O)Cc1c(Cl)cccc1Cl
  17, 5, -9, -2, -1, -33, -5, 1.9
- CC(C)(C)NS(=O)(=O)c1ccc(OCC(=O)N2CCN(Cc3ccccc3)CC2)cc1
  6, -6, 15, 1, -5, -13, 5, 3.4
- COC(=O)C1=C(c2ccccc2OCc2ccccc2)C[C@@H]2CC[C@H]1N2C(=O)NCc1cccc(F)c1
  8, 28, 0, 0, 6, 17, 6, -0.3
- C/C(=N\NC(=O)c1ccncc1)c1c(O)[nH]c(=O)[nH]c1=O
  ., 2, -3, -1, -1, 0, -1, .
- Cc1c(Br)c(=O)oc2cc(OCC(=O)N3C[C@H]4C[C@@H](C3)c3cccc(=O)n3C4)ccc12
  -154, 3, -9, -3, 15, 6, -3, -1.4
- C/C(=N/O)c1ccc2ccc3ccccc3c2c1
  14, -11, 54*, -1, 5, 14, -4, 3.2
- COc1cc(-n2c(=S)[nH]c3ccc(C)cc3c2=O)c(Cl)cc1Cl
  -17, 11, 3, 3, -1, -3, 2, 0.4
- CC(=Nc1ccc2c(c1)CCC2)c1c(O)n(C2CCCCC2)c(=O)[nH]c1=O
  -7, -1, 5, -3, -2, -14, 0, 15
- Cc1nc2ccccc2c(=O)n1-c1ccncc1
  19, -8, -13, 0, -5, -8, -7, -0.3
- COc1ccc(CN2C(=O)NC(=O)/C(=C/c3cc(OC)c(OC)c(OC)c3)C2=O)cc1
  -1, -8, -9, 2, 4, -2, 1, 3.7
- CN1OC[C@@H]2COc3ccc4ccccc4c3[C@@H]21
  8, -5, -20, -3, -2, 18, -6, 0.8
- CCN(CCO)c1ccc(N=Cc2c(O)n(C)c(=S)[nH]c2=O)cc1
  55*, 1, 40, -1, 15, 42, 54*, 2.1
- CN(C)C1(CNC(=O)Cc2ccccc2F)CCCCC1
  9, -6, 9, 2, 2, 6, 0, 0.8
- COC(=O)C1=C(c2ccccc2)C[C@@H]2CC[C@H]1N2C
  1, -8, -5, -1, -6, -10, 10, -1.2
- Cc1ccc2c(c1)c(=O)c1c3n2CCN(CC#N)C3CC1 (stereo not drawn)
  -57, 1, -28, 0, -2, 17, -12, 0.4
- CC(C)CCNC(=O)c1cc(C(=O)c2cc(Br)ccc2O)cn(CCC(C)C)c1=O
  -28, 6, 3, 9, -6, 0, 0, 93*
- COc1ccc(C(=O)C2CCCN(Cc3ccc(C)s3)C2)cc1OC (stereo not drawn)
  8, -5, -4, -2, -4, 9, -1, 1.3
- N#C/C=C/C#N
  2, 3, -9, 0, -7, 31, 0, -1.3
- COc1cccc(C(=O)C2CCCN(Cc3cnn(C(C)C)c3)C2)c1 (stereo not drawn)
  -6, 1, -8, 0, 4, 3, 13, 2.8
- COCC(=O)N1Cc2ccccc2-n2nncc2C1
  9, 0, ., -1, -5, 18, ., 1.1
- COC(=O)C1=C(c2ccc(F)cc2F)C[C@@H]2CC[C@H]1N2C(=O)NCCOc1ccccc1
  3, -2, 7, 2, 0, -2, 4, -0.7
- C=CCc1cc(C=C2C(=O)N(C)C(=O)N(C)C2=O)cc(OCC)c1OCc1ccccc1
  13, 19, 3, -10, 16, 9, 0, 6.2
- CCOC(=O)C1(CCc2ccccc2)CCN(Cc2ccc(NC(C)=O)cc2)CC1
  15, 3, -9, -3, -8, 6, -3, 0.5
- Cc1nc2ccc(N3CCN(C)CC3)cc2nc1C
  -177, 0, -9, 0, 3, -10, -5, -0.2
- CN(C)C(=O)Oc1cccc(NC(=O)N2CCOCC2)c1
  25, 0, -27, 0, -5, 10, -5, -2.2

The line under a structure holds: SENP8 inh, ATG4B inhibitor, SENP6 inh, GRIN3A LBD mod, HKDC1 inh, PfG6PD inh, SENP7 inh, MPTP inh
- COC(=O)C1=C(c2ccc3ccccc3c2)C[C@@H]2CC[C@H]1N2C(=O)NCc1ccc(F)cc1
  2, 18, -14, 0, 0, 7, -3, -0.9
- CCCCCCOc1ccc(CN2CCN(C)CC2)cc1
  16, -1, -5, -2, -8, 2, -5, -0.1
- O=C1CN(C(=O)COC(=O)Cc2ccccc2)c2ccccc2N1
  6, 0, 10, -2, -13, 12, 5, 0.6
- Clc1ccc2c(c1)C(c1ccccc1Cl)=NCc1nnc(Br)n1-2
  16, -4, -9, -3, -4, -9, 0, -3.4
- CCOc1cc2c(cc1OCC)-n1cccc1C(c1cccc(OCC)c1O)NC2 (stereo not drawn)
  12, -5, 14, 1, 1, 15, 4, 1.8
- Cc1ccc(CCN2CC(C(=O)N3CCC4(CC3)OCCO4)CC2=O)cc1 (stereo not drawn)
  22, -15, -4, 5, -4, -11, 3, -0.8
- CC(NC1=NCCS1)c1ccccc1 (stereo not drawn)
  18, -1, -13, 1, -7, 11, 6, 0.0
- CC(=O)Nc1ccccc1C(=O)OCC(=O)c1ccccc1Cl
  14, 6, -2, -2, 6, 2, 2, -1.3
- O=[N+]([O-])c1ccc(N2CCCCC2)c2ncccc12
  20, -7, 3, 0, -3, 29, -2, -3.9
- Cc1nccc2c1[nH]c1ccc(Br)cc12
  -4, -13, -6, -1, 5, 23, -4, 0.7
- CCOC(=O)c1ccc(NC(=O)c2c(O)[nH]c(=O)[nH]c2=O)cc1
  18, -7, 83*, 2, -4, -30, 72*, -1.3
- COC(=O)C1=C(c2cccc(OC)c2OC)C[C@@H]2CC[C@H]1N2C(=O)NCCNC(C)=O
  14, 3, 5, 1, -5, 7, -4, -0.5
- COc1ccc(-[n+]2c(-c3ccccc3)cc(-c3ccc(C)cc3)cc2-c2ccccc2)cc1
  -174, 35, -14, 3, -3, -5, -8, 11
- CC(NC(=O)N1CC1(C)C)c1ccccc1 (stereo not drawn)
  7, -6, ., 1, -10, 13, ., -2.1
- Cc1ccc(-c2cc(-c3ccc(C)cc3)[n+](-c3ccccc3)c(-c3ccc(C)cc3)c2)cc1
  i, 31, -19, -13, 0, 9, -5, 95*
- CCOc1ccc(-c2cc(C)[n+](CCO)c(-c3ccc(OCC)cc3)c2)cc1
  -375, -2, -8, 0, -4, -5, -4, -0.7
- CC1C(c2cccs2)=[N+]([O-])C(C)(C(=O)c2ccc(Cl)cc2)N1O (stereo not drawn)
  28, 4, -7, 1, -4, -2, 8, -0.5
- CCN(CC)S(=O)(=O)c1ccc(C(=O)NC2CN3CCC2CC3)cc1 (stereo not drawn)
  13, -1, -4, -1, 0, 3, -3, 0.0
- O=c1cccc2n1CC1CC2CN(Cc2c(Cl)cccc2Cl)C1 (stereo not drawn)
  13, -9, -9, -2, -10, -3, 1, 1.3
- O=C(O)c1ccccc1NC(=O)N1C[C@H]2C[C@@H](C1)c1cccc(=O)n1C2
  -5, -12, -6, 1, -4, 44, -2, -0.2
- N#Cc1ccc(NC(=O)CN2C(=O)NC3(CCCC3)C2=O)cc1Cl
  4, -4, -1, 1, -4, 14, 2, -0.7
- CCOP(=S)(OCC)c1ccc(N(C)C)cc1
  13, -4, -2, -1, 3, -6, 6, -0.3
- Cc1cccc(-n2c(=S)[nH]c3ccccc3c2=O)n1
  0, -4, -12, -1, -1, 6, 3, -0.7
- Cc1cc(NC(=O)C(Cl)(Cl)Cl)no1
  8, -12, -2, -1, 2, 9, 8, 1.7
- C=CCn1c(O)c(Cc2ccc(OCC)cc2)c(=O)[nH]c1=O
  14, -8, 13, 1, -5, -1, 1, -1.1
- CCCCCc1cc(O)c2c3c(c(=O)oc2c1)CN(C)CC3
  -4, -3, -5, -3, 7, 11, -2, 3.7
- c1ccc(C(OCCN2CCNCC2)c2ccccc2)cc1
  38, -3, 4, 0, -1, -1, 6, 10
- O=C(c1cccnc1)c1cc2ccccc2[nH]1
  -4, 4, -15, 0, -19, 7, 1, 1.4
- Cc1ccc(N2C(=O)NC(=O)/C(=C\C=C\c3ccco3)C2=O)cc1C
  5, 8, ., 2, 3, 37, ., -3.9
- COC(=O)C1=C(c2ccc(F)cc2OCc2ccccc2)C[C@@H]2CC[C@H]1N2C(=O)NC1CCN(Cc2ccccc2)CC1
  17, -2, 6, -1, -4, -4, 4, 1.1

The line under a structure holds: SENP8 inh, ATG4B inhibitor, SENP6 inh, GRIN3A LBD mod, HKDC1 inh, PfG6PD inh, SENP7 inh, MPTP inh
- Cc1nc2cc(F)ccc2n1C1CCN(Cc2nnnn2CCc2ccccc2)CC1
  7, -1, -11, 0, -4, 0, -2, 0.4
- COc1cccc(-n2c(-c3ccoc3)nc3ccccc3c2=O)c1
  6, -7, -10, -1, -3, -2, 14, -0.4
- O=C(c1ccc2c(c1)OCO2)C1CCCN(CC2CCCCC2)C1 (stereo not drawn)
  -15, -1, -8, 0, -4, 15, -7, 2.2
- CCN(CC)CCN/N=C(\C)c1c(O)[nH]c(=O)[nH]c1=O
  6, -11, 13, 1, -5, -2, -2, 1.2
- COc1ccc(CNCCc2ccc3c(c2)OCO3)c(OC)c1OC
  24, 2, -1, 0, -6, -11, 0, -0.4
- CSc1ncc(CN2CCCC(C(=O)c3sccc3C)C2)cn1 (stereo not drawn)
  19, -15, -12, 0, -6, 5, 6, 3.0
- CCN1CC2C3CCC(C)(O3)C2C1 (stereo not drawn)
  8, -7, -28, -2, -3, -4, 7, -0.1
- O=C(NCc1cccnc1)Nc1ccc([N+](=O)[O-])cc1
  8, 2, -10, -5, -4, -5, -3, 66*
- Cc1nc2cc([N+](=O)[O-])ccc2c(=O)n1-c1ccccc1[N+](=O)[O-]
  19, -19, 25, -1, -19, -10, 5, 1.5
- Cc1nn(CC(=O)N2CCC3(CC2)OCCO3)c(=O)c2cc3ccccc3n12
  -204, -3, 7, -1, 0, -2, 4, -1.0
- O=c1[nH]c(O)c(C=Nc2cccc(F)c2)c(=O)[nH]1
  -1, -6, 5, 8, 1, -1, 1, 0.3
- CCCCn1c(O)c(C(CC)=NC(C)c2ccccc2)c(=O)[nH]c1=O (stereo not drawn)
  6, -3, 24, -2, -5, -4, 5, -1.8
- COc1ccccc1CCNC(=O)CCC(=O)N1CC2C[C@@H](C1)Cn1c2cccc1=O
  46*, -27, -6, -3, -12, 1, -4, -1.3
- COC(=O)C1=C(c2ccc(C(C)=O)cc2)C[C@@H]2CC[C@H]1N2C(=O)NCc1ccc(C(F)(F)F)cc1
  5, -15, -10, 0, -2, 17, 5, -2.4
- CC1(CCl)CN1S(=O)(=O)c1ccccc1 (stereo not drawn)
  39, -6, -4, 0, -7, 7, -3, 1.8
- COc1ccc2cc(C(=O)C3CCCN(C4CCOCC4)C3)ccc2c1 (stereo not drawn)
  -410, 0, -5, 1, 1, -2, 7, -0.1
- COCCNC(=O)c1c(N)n(Cc2ccco2)c2nc3ccccc3nc12
  -274, -17, -7, -1, 0, 60*, 5, -0.6
- CCC1(c2ccccc2)C(=O)N(COC)C(=O)N(COC)C1=O
  1, 8, -20, 1, -8, -9, 2, -2.7
- COc1ccc(NC2Oc3cc4c(cc3C(c3cc(OC)c(OC)c(OC)c3)C2C)OCO4)cc1 (stereo not drawn)
  52*, 9, ., -4, 10, 12, ., 0.9
- O=C1C(Cl)=CC(=Nc2ccc(O)cc2)C=C1Cl
  17, 5, 2, -2, 14, 116*, -7, 21
- C=CCn1c(O)c(C(CC)=Nc2ccc(C(=O)O)cc2)c(=O)[nH]c1=O
  6, -3, 18, -1, 0, 2, -3, 0.5

Only PfG6PD inh and HKDC1 inh, for 2 of the compounds above:
| canonical_smiles | PfG6PD inh | HKDC1 inh |
| --- | --- | --- |
| COCCNC(=O)c1c(N)n(Cc2ccco2)c2nc3ccccc3nc12 | 60* | 0 |
| COc1ccccc1CCNC(=O)CCC(=O)N1CC2C[C@@H](C1)Cn1c2cccc1=O | 1 | -12 |

Screens: PubChem, Sanford-Burnham Center for Chemical Genomics
